phage Ecoli inh – growth loss of phage-infected E. coli, primary screen, RecBCD inhibitor project, absorbance, with phage, HTS | inhibition, % at 11.9 µM | 360,000 tested, 0.26% active | AID 651602, 2012; in the data active = inhibition above about 11%
Tat export inh – E. coli Tat export inhibitors, primary screen, MC4100, TorA-mCherry reporter, fluorescence, single point. inhibition, % at 10 µM. 340,000 tested, 0.036% active. AID 488895, 2010;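 active = mean replicate inhibition at least 50% and at least half of replicates individually reaching 50%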;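 also: exported cargo escapes ClpAP degradation while cytoplasmic cargo is degraded and loses fluorescence; 0% = median of neutral control wells and 100% = median of NaSCN control wells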
SUMO Mot1 rescue – yeast Mot1-301 growth rescue at high temperature, primary screen, SUMOylation pathway inhibitor project, S. cerevisiae, ATP luminescence, 38.5C; 320,000 tested, 1% active; growth rescue, % at 18.8 µM; S. cerevisiae Mot1-301 growth rescue; percent above DMSO median, 100 means doubled; AID 2716, 2010;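 active = every valid replicate shows activation above 250% relative to neutral control wells; inactive = the rest, any valid replicate at or below 250%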;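 also: OY570 slx delta 5 strain wells were the positive control but not used for scaling; some compounds called inactive have numbers as strong as hits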
MOR-DOR ag – agonists of OPRM1-OPRD1 heterodimerization, primary screen, cell-based, luminescence. Mu-type opioid receptor (Homo sapiens) + Delta-type opioid receptor (Homo sapiens), …. cells. activation, % at 9.3 µM. 340,000 tested, 0.3% active. AID 504326, 2011; in the data active = activation above about 18%;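 also: 0% = vehicle-treated cells and 100% = reference agonist; values of inactives mirror those of a sister screen read the other way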
PKA-R2B act – activators of PKA-R2B holoenzyme, primary screen, biochemical, fluorescence polarization, Cy5-IP20, human. activation, % at 11.4 µM. 340,000 tested, 0.079% active. PKA-R2B holoenzyme dissociation; R2B truncated from residue 108, S112A mutant; 0% DMSO only, 100% 113 µM cGMP;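 active = activation above a cutoff set at the mean over all compounds plus 3 SD, cut at about 18% in these data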;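 also: higher means more holoenzyme dissociation and a rise in polarization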
Target sequence (P31323 whole entry, looked up, other chains not shown, the tested form may be a part): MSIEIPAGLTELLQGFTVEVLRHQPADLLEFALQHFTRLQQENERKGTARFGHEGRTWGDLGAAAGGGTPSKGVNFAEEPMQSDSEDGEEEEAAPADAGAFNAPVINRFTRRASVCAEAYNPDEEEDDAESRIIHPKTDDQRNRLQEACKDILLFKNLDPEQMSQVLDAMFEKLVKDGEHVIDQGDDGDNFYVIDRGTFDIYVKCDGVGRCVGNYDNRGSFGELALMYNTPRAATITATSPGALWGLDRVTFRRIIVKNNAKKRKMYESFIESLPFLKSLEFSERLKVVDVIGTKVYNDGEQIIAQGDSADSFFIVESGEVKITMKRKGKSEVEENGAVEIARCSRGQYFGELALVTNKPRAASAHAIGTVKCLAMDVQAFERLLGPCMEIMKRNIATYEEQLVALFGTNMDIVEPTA
HTR5A inv ag – HTR5A inverse agonists in luminescence cell assay, primary screen, counter-screen for OPRM1-OPRD1 heterodimer inverse agonist project, full-deck HTS; HTR5A cell line, inverse agonism; 340,000 tested, 0.083% active; 5-hydroxytryptamine receptor 5A (Homo sapiens), P47898; inhibition, % at 9.3 µM; in the data active = inhibition mostly above about 23%, no sharp cut-off; inactive = mostly below about 18%;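 also: 0% = cells with DMSO and 100% = no-cell wells with DMSO; some compounds called inactive have numbers as strong as hits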
Target sequence (P47898 whole entry, looked up): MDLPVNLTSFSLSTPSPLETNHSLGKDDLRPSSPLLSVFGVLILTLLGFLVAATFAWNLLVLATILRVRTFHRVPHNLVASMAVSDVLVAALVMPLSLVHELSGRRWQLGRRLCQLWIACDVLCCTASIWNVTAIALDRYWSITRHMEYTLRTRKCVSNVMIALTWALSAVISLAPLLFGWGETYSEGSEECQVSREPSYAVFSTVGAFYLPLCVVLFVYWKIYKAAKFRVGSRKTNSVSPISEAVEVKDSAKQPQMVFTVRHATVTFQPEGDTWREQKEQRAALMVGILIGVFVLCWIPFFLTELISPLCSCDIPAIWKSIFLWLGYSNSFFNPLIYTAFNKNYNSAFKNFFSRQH
Ecoli viability – E. coli V3065 growth inhibition, primary screen, counter-screen for AddAB inhibitor project, absorbance, OD600; inhibition, % at 11.9 µM; 18 h; 330,000 tested, 0.27% active;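 active = inhibition above the campaign's mean inhibition across all tested compounds plus 3 SD, cut at about 9.9% in these data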;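 also: uninfected addAB+ strain grown without phage in ampicillin broth; 0% = DMSO wells and 100% = ciprofloxacin 0.95 µg/ml wells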
AddAB inh – growth inhibition of E. coli expressing H. pylori AddAB, primary screen, AddAB inhibitor project, absorbance. 330,000 tested, 0.29% active. inhibition, % at 11.9 µM; in the data active = inhibition above about 12%;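 also: 0% = vehicle wells of infected cells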
PfHsp90 yeast 2 – growth inhibition of PfHsp90-expressing yeast, primary screen, antimalarial PfHsp90 inhibitor project, S. cerevisiae, BacTiter-Glo luminescence, single point, set 2 | BacTiter-Glo ATP, 48 h; yeast lacking PDR1 and PDR3 efflux regulators | inhibition, % at 9.4 µM | 310,000 tested, 0.32% active | AID 504621, 2011;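 active = every replicate shows inhibition above about 80%, whatever the replicate mean, limit read from the data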;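 also: 0% = DMSO neutral controls and 100% = 20 µM radicicol positive controls; yeast relying on Plasmodium falciparum Hsp90 in place of its own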
MOR-DOR inv ag – inverse agonists of MOR-DOR heterodimerization, primary screen, cell-based, luminescence; Mu-type opioid receptor (Homo sapiens) + Delta-type opioid receptor (Homo sapiens), …; cell-based MOR-DOR heterodimer luminescence, inverse agonism; inhibition, % at 9.3 µM; 340,000 tested, 0.21% active; AID 504357, 2011; in the data active = inhibition above about 22%, passing the limit was not always enough;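 also: 0% = cells with DMSO and 100% = wells without cells with DMSO; values of inactives mirror those of a sister screen read the other way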
PKA-R1A act – activators of PKA-R1A holoenzyme, primary screen, biochemical, fluorescence polarization, Cy5-IP20, bovine R1A, mouse PKAc | AID 504707, 2011 | PKA-R1A dissociation; scaled: DMSO 0%, 113 µM cGMP 100% | 340,000 tested, 0.083% active | activation, % at 11.4 µM | cAMP-dependent protein kinase type I-alpha regulatory subunit (Bos taurus) + …;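 active = percent activation above the mean of all tested compounds plus 3 SD, cut at about 19% in these data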;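 also: higher means more PKAc released from R1A so a rise in polarization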
Numbers without * were called inactive; · = not tested or not shown.

1. Cc1c(C(=O)NCCSc2ccc(Cl)cc2)cccc1[N+](=O)[O-]
2. Cc1ccc(N(C(=O)Cn2nnc(-c3ccccc3F)n2)C(C(=O)NC2CCCC2)c2ccncc2)cc1 (centres undefined)
3. S=C(NCc1cccs1)Nc1cccc2ccccc12
4. Cn1cnnc1SCC(=O)N1N=C(c2ccc(Cl)cc2)CC1c1ccco1 (centres undefined)
5. Cc1nc(NCc2ccco2)[nH]c(=O)c1CCC(C)C
6. CCOC(=O)c1c(C)[nH]c(C(=O)OCC(=O)Nc2cc(C)ccc2OC)c1C
7. CCOC(=O)CSCC(=O)Nc1c(C(=O)C2CC2)oc2ccccc12
8. Nc1cc(C(=O)OCC(=O)N2CCOCC2)ccc1Cl
9. Cc1oc2cc3oc(=O)c(CC(=O)N[C@H](C(=O)N[C@@H](C(=O)O)c4ccccc4)C(C)C)c(C)c3cc2c1C
10. CS(=O)(=O)c1ccccc1C(=O)Nc1cccc2ncccc12

Assay by compound	1	2	3	4	5	6	7	8	9	10
phage Ecoli inh	1.2	-0.6	3.3	1.9	2.5	1.4	-1.4	-3.6	1.9	-0.6
Tat export inh	-1	-6	-1	2	-12	-15	-8	4	2	-5
SUMO Mot1 rescue	-4	214	-26	-17	-13	-2	5	399*	1	317
MOR-DOR ag	-0.8	-1.1	-2.0	-3.6	5.3	-0.5	-1.7	-2.5	-2.7	0.7
PKA-R2B act	-4	3	6	1	-6	3	-5	0	-6	-11
HTR5A inv ag	-17	9	-7	-7	13	-26	-11	-12	-7	8
Ecoli viability	-0.3	-1.1	2.9	0.6	1.8	-1.7	-3.0	-1.3	0.8	0.3
AddAB inh	0.0	1.4	-0.2	2.9	7.2	2.2	-0.8	2.0	4.7	2.0
PfHsp90 yeast 2	-19	-20	-11	24	-4	0	-18	-13	17	29
MOR-DOR inv ag	4	6	10	17	-27	3	8	14	14	-5
PKA-R1A act	-11	4	-16	-17	-7	-2	4	6	-10	-10

11. CN(CC(=O)N1CCN(c2ncccn2)CC1)S(=O)(=O)c1ccc(Cl)cc1
12. C/C(=N\NC(=O)c1nnn(-c2nonc2N)c1CN(C)C)c1ccco1
13. O=C1CSCC(=O)N1Cc1ccc(Cl)c(Cl)c1
14. O=C(CN1CCN(c2cccc(Cl)c2)CC1)c1ccc(O)cc1O
15. O=C(COC(=O)C12CC3CC(CC(O)(C3)C1)C2)NCCc1ccc(Cl)cc1
16. COc1ccc(Cl)cc1NC(=O)CSc1nnc(C2CC2)n1N
17. COc1ccc(-c2csc3nc(-c4ccccc4F)oc(=O)c23)cc1OC
18. COC(=O)c1cccc2c(C(=O)O)cc(-c3ccccc3)nc12
19. CCOC(=O)c1nc(C)n(-c2cc(OC)c(Cl)cc2Cl)n1
20. O=C(Nn1cnc2ccccc2c1=O)c1ccc([N+](=O)[O-])cc1Cl

Assay by compound	11	12	13	14	15	16	17	18	19	20
phage Ecoli inh	2.7	-0.2	1.0	5.0	2.6	0.7	0.1	3.4	3.2	4.0
Tat export inh	9	2	3	-5	-6	0	-17	-4	-3	-3
SUMO Mot1 rescue	-6	16	-4	18	-1	·	0	·	333	5
MOR-DOR ag	-2.0	0.5	-5.0	0.2	-0.2	-3.1	-1.4	-3.2	-3.6	0.0
PKA-R2B act	5	0	2	6	0	-9	-9	-10	0	-8
HTR5A inv ag	-2	3	1	-3	9	-9	12	5	-4	8
Ecoli viability	-1.3	2.6	0.5	0.3	4.0	·	1.4	·	-2.3	-1.0
AddAB inh	1.8	4.4	-0.2	3.0	2.9	·	2.2	·	2.7	-0.4
PfHsp90 yeast 2	16	-15	-7	6	-9	-12	-25	-21	-11	-14
MOR-DOR inv ag	10	-2	23	-1	1	16	8	14	18	0
PKA-R1A act	-7	-6	1	-4	-5	-12	-5	0	-1	6

Record cards (already shown). Screens in order: phage Ecoli inh, Tat export inh, SUMO Mot1 rescue, MOR-DOR ag, PKA-R2B act, HTR5A inv ag, Ecoli viability, AddAB inh, PfHsp90 yeast 2, MOR-DOR inv ag, PKA-R1A act
O=C(CN1CCN(c2cccc(Cl)c2)CC1)c1ccc(O)cc1O across the screens: 5.0, -5, 18, 0.2, 6, -3, 0.3, 3.0, 6, -1, -4
COc1ccc(-c2csc3nc(-c4ccccc4F)oc(=O)c23)cc1OC across the screens: 0.1, -17, 0, -1.4, -9, 12, 1.4, 2.2, -25, 8, -5

SUMO Mot1 rescue, hit marks shown above.
| entry | mol | phage Ecoli inh | Tat export inh | SUMO Mot1 rescue | MOR-DOR ag | PKA-R2B act | MOR-DOR inv ag | PKA-R1A act |
| --- | --- | --- | --- | --- | --- | --- | --- | --- |
| 8 | Nc1cc(C(=O)OCC(=O)N2CCOCC2)ccc1Cl | -3.6 | 4 | 399* | -2.5 | 0 | 14 | 6 |

Additional records:
21. CCOC(=O)c1ccc(S(=O)(=O)N2CCN(C3CC(=O)N(c4ccccc4C(F)(F)F)C3=O)CC2)cc1 (centres undefined)
22. O=C(NCCCn1ccnc1)c1ccccc1NS(=O)(=O)c1ccc(F)c(F)c1
23. Cc1ccc(C)c(NC(=S)NCCc2ccc(F)cc2)c1
24. COCCOc1cc(NC(=O)CS(=O)(=O)CC(=O)N(C)C)c(Cl)cc1Cl
25. Cc1ccc(S(=O)(=O)N2CCOc3ccccc32)c(C)c1NS(C)(=O)=O
26. Cc1ccc(OCCN2CCN(c3ncnc4sc(C)c(C)c34)CC2)cc1
27. O=C(NC1CCCCC1)c1ccc(-n2cnnn2)cc1
28. COc1ccc(NC(=O)CN2C(=O)NC(C)(c3ccc4c(c3)OCO4)C2=O)cc1S(N)(=O)=O (centres undefined)
29. C=CCNC(=O)C1CC2Cn3c(nc4cc5ccccc5cc43)C2N1C (centres undefined)
30. CCCCCC(=O)Nc1cccc(C2=NOC3(C2)C[C@H](C(N)=O)N(C(=O)COc2ccc(Cl)cc2)C3)c1 (some centres undefined)

Assay by compound	21	22	23	24	25	26	27	28	29	30
phage Ecoli inh	-1.8	3.0	1.8	1.7	1.3	0.0	2.3	-0.2	1.2	-0.9
Tat export inh	-2	3	-4	1	0	7	-4	2	6	3
SUMO Mot1 rescue	·	-15	9	-11	18	-16	-6	7	299	-2
MOR-DOR ag	-0.6	-2.5	2.8	-1.3	-2.7	3.6	-0.9	-1.0	-1.0	-2.8
PKA-R2B act	5	-6	-5	9	5	10	-3	-3	-1	-2
HTR5A inv ag	10	13	3	-10	3	-1	-10	-7	-4	5
Ecoli viability	·	0.6	-0.1	0.0	0.8	-2.5	-1.3	1.9	-1.7	-2.9
AddAB inh	·	1.8	0.2	1.4	1.6	-0.6	0.6	1.6	4.0	0.2
PfHsp90 yeast 2	-2	16	-17	-7	28	8	-11	9	-7	7
MOR-DOR inv ag	4	13	-20	7	12	-18	5	5	6	13
PKA-R1A act	15	-4	-6	2	-3	4	-1	2	6	-11

31. O=C(COC(=O)CN1C(=O)C(=O)c2ccccc21)OCN1C(=O)c2ccccc2C1=O
32. Cc1ccc(C2=NOC3(CC(=O)N(c4ccccc4)C3=O)C2)cc1 (centres undefined)
33. CCOc1ccccc1NS(=O)(=O)c1ccc(Br)s1
34. CCCn1c(=O)[nH]c(=O)c2c1nc(-c1cc([N+](=O)[O-])ccc1Cl)n2CCOC
35. O=C(OCC(=O)N1CCN(C(=O)c2ccco2)CC1)c1cccc(S(=O)(=O)N2CCc3ccccc32)c1
36. Cc1ccc(-c2ccnc3nc(Sc4ncc(C(F)(F)F)cc4Cl)nn23)cc1
37. COc1ccc(CCN(C)C(=O)CN2C(=O)NC3(CCCCCC3)C2=O)cc1OC
38. Nc1nnc(CC(=O)N/N=C/c2ccc(-c3ccccc3)o2)s1
39. O=C(Nc1ccc(Cl)cc1)N1CCN(Cc2ccc3c(c2)OCO3)CC1
40. O=C(COC(=O)c1nn(-c2ccccc2C(F)(F)F)cc1O)c1ccc(OC(F)F)cc1

Assay by compound	31	32	33	34	35	36	37	38	39	40
phage Ecoli inh	3.1	2.3	2.7	-0.2	2.3	0.3	0.8	3.1	-1.7	6.3
Tat export inh	5	2	-6	-12	3	19	-3	8	-11	0
SUMO Mot1 rescue	-6	-4	1	-4	-19	25	3	·	-5	3
MOR-DOR ag	-7.6	-2.5	0.3	0.3	-2.7	3.8	-2.1	-1.2	-2.3	0.8
PKA-R2B act	-7	-1	-12	-5	4	-4	0	2	-5	6
HTR5A inv ag	-4	-8	12	-13	-5	-33	-3	-24	-10	7
Ecoli viability	2.2	2.7	-1.8	-0.2	-0.7	0.2	-1.9	0.1	0.4	-2.4
AddAB inh	2.3	3.4	1.9	1.2	-1.6	1.3	-1.6	-0.4	0.7	0.8
PfHsp90 yeast 2	-9	16	17	10	-14	-25	·	18	-12	-7
MOR-DOR inv ag	40*	12	-2	-2	13	-21	9	7	12	-4
PKA-R1A act	2	-14	-2	2	11	4	-2	-6	-2	-1

41. CC(NS(=O)(=O)c1ccc2c(c1)CC(C)N2C(=O)C1CC1)c1ccccc1 (centres undefined)
42. CC(=O)N(Cc1ccc(F)cc1)C1=C(NCCc2ccccc2)C(=O)c2ccccc2C1=O
43. COc1ccc(-c2cn3c(C)c(C(=O)N4CCN(c5ccc(F)cc5)CC4)sc3n2)cc1
44. O=C(CN1CCN(S(=O)(=O)c2ccccc2)CC1)Nc1ccc2c(c1)CCC2
45. CCCNC(=O)NC(=O)COC(=O)CC(NC(N)=O)c1ccc(Cl)cc1 (centres undefined)
46. CC1(C)OC(=O)C(=CNc2ccccc2F)C(=O)O1
47. CC1(C)Cc2c(sc(NC(=O)c3ccc(C(=O)c4ccccc4)cc3)c2C#N)C(C)(C)N1
48. COc1ccc(-c2nn(-c3ccccc3)cc2/C=N/NC(=O)c2cccc(S(=O)(=O)Nc3ccccc3Cl)c2)cc1

Assay by compound	41	42	43	44	45	46	47	48
phage Ecoli inh	2.1	-0.3	3.3	2.9	3.3	1.2	1.6	0.7
Tat export inh	2	0	-9	7	-3	7	0	-6
SUMO Mot1 rescue	747	343	-2	48	-11	1	-3	-19
MOR-DOR ag	-1.7	11	-0.5	-2.3	-0.4	-2.5	-5.3	-2.1
PKA-R2B act	-1	5	-2	-5	4	-7	-19	0
HTR5A inv ag	5	-5	-13	-18	17	7	13	-18
Ecoli viability	-0.9	-0.2	-3.7	0.8	-0.8	-0.2	0.2	-1.3
AddAB inh	3.7	-2.7	-1.3	1.8	4.2	1.4	1.5	3.8
PfHsp90 yeast 2	1	-28	33	27	6	·	-9	-47
MOR-DOR inv ag	9	-67	3	13	2	13	27	10
PKA-R1A act	-1	-3	2	-3	5	-12	-2	-8

High-throughput results (PubChem)
